CFTR F508del cor = correctors of CFTR F508del function in bronchial epithelial cells; CFBE cells, YFP halide quenching; stimulated with forskolin plus potentiator P3; % fluorescence drop versus neutral controls; activity (quench increase), % at 7.58 µM; 350,000 compounds, 0.36% hits; AID 720511;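 active means mean added fluorescence quench of at least 8% versus neutral control, with both replicates also reaching 8%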;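 further: cells transiently co-express mutant CFTR-F508del with the halide-sensitive YFP; corrector assay measuring rescue of mutant channel to the surface after 24 h compound exposure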
INS-1E GSIS act = GLuc luminescence reporter in INS-1E cells, primary screen for activators of glucose-dependent secretion of insulin; INS-1E GLuc reporter insulin secretion, 2-3 h; activation, % at 16.6 µM; 370,000 compounds, 0.61% hits; AID 743287;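 active means lowest replicate activation of at least 40%, so every replicate reaches that level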;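 further: 0% = median of neutral control wells and 100% = median of IBMX positive control wells; some compounds called inactive have numbers as strong as hits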
PGC1a acetyl inh = PGC1a acetylation modulation, inhibitor mode; U2OS PGC1a acetylation, AlphaScreen anti-acetyl-lysine; with virally co-expressed GCN5 acetyltransferase; AID 651687; 350,000 compounds, 0.17% hits; inhibition, % at 15.6 µM;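 active means every replicate shows inhibition of at least 40%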;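 further: 0% = neutral control wells and 100% = positive control wells; some results beyond the cut were filed as inactive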
Active calls of the source: *. Only part of the results is shown (hit frequency here may not be typical).

[1] COc1ccc(CN(C)C[C@H]2OCCCC[C@H](C)Oc3ccc(NS(=O)(=O)c4ccc(C)cc4)cc3C(=O)N([C@@H](C)CO)C[C@H]2C)cc1
[2] C/C=C/c1ccc([C@@H]2[C@H](CO)N(C(=O)c3cnccn3)C23CN(C(=O)CC)C3)cc1
[3] CS(=O)(=O)N1CC(=O)N2[C@H](CO)[C@H](c3ccc(C#CCc4ccccc4)cc3)[C@@H]2C1
[4] O=C(Nc1ccc(OCC(=O)N2CCOCC2)cc1)Nc1cccc2ccccc12
[5] COc1ccc2c3c(n(C)c2c1)[C@H](CO)N(C)CC31CN(C(=O)c2ccc3c(c2)OCO3)C1
[6] CC(=O)N1CC2(C1)[C@H](c1ccc(-c3ccc(F)cc3)cc1)[C@H](CO)N2C(C)=O

Compound,1,2,3,4,5,6
CFTR F508del cor,4.5,4.2,-0.8,1.7,-1.5,1.2
INS-1E GSIS act,-29,8,12,-4,5,-13
PGC1a acetyl inh,-5,-1,-26,-4,3,3

[7] Oc1cccc(Nc2ncnc3ccccc23)c1
[8] Cc1cc(C(F)(F)F)nn1CC(=O)N(C)c1ccccc1
[9] COc1cccc(NC(=O)N2CC3(C2)[C@H](c2ccccc2)[C@H](CO)N3C(=O)C2CCCC2)c1
[10] O=C(NC1CCCCC1)N1CC(=O)N2[C@H](CO)[C@@H](c3ccc(-c4cccc(F)c4)cc3)[C@@H]2C1
[11] CCN(CC)C(=O)Oc1ccc2ccccc2c1Br
[12] COc1ccc(NC(=O)N2CC(=O)N3[C@H](C2)[C@H](c2ccc(C4=CCCC4)cc2)[C@@H]3CO)cc1

Compound,7,8,9,10,11,12
CFTR F508del cor,3.3,-1.7,1.2,2.1,1.0,-2.1
INS-1E GSIS act,6,4,-13,-26,2,18
PGC1a acetyl inh,14,4,-7,11,-1,4

The last 2 entries of the section before come first, to join the parts:
[11] CCN(CC)C(=O)Oc1ccc2ccccc2c1Br
[12] COc1ccc(NC(=O)N2CC(=O)N3[C@H](C2)[C@H](c2ccc(C4=CCCC4)cc2)[C@@H]3CO)cc1
[13] C[C@H](CO)N1C[C@H](C)[C@@H](CN(C)Cc2ccc(Oc3ccccc3)cc2)Oc2c(NS(=O)(=O)c3ccc(F)cc3)cccc2C1=O
[14] CS(=O)(=O)N1CC(=O)N2[C@@H](CO)[C@H](c3ccc(C#Cc4cccc(F)c4)cc3)[C@@H]2C1
[15] CCCC(=O)N1CCC2(CC1)CN(Cc1cccnc1)[C@@H](CO)c1[nH]c3cc(OC)ccc3c12
[16] O=C(Nc1cccc(F)c1)N1CC(=O)N2[C@H](CO)[C@H](c3ccc(-c4ccccc4)cc3)[C@H]2C1
[17] CNC(=S)N1CCC(c2nc3ccccc3s2)CC1
[18] O=C(C[C@@H]1CC[C@H](NC(=O)C2CCOCC2)[C@@H](CO)O1)NCc1ccncc1

Compound,11,12,13,14,15,16,17,18
CFTR F508del cor,1.0,-2.1,-0.3,-1.0,0.3,-0.7,-1.8,-1.3
INS-1E GSIS act,2,18,-15,-12,21,-24,-4,10
PGC1a acetyl inh,-1,4,-1,1,8,3,-1,8

[19] C[C@@H]1CN([C@H](C)CO)C(=O)Cc2cc(NC(=O)CCCCCC(=O)Nc3ccccc3N)ccc2O[C@@H]1CN(C)C
[20] O=C1CN(Cc2ccc(F)cc2)C[C@H]2[C@H](c3ccc(-c4ccccc4)cc3)[C@@H](CO)N12
[21] COc1ccc2c3c([nH]c2c1)[C@H](CO)N(S(C)(=O)=O)CC31CCN(Cc2ccccc2)CC1
[22] CCCNC(=O)N1CC2(C1)CN(Cc1ccccn1)[C@H](CO)c1c2c2ccc(OC)cc2n1C
[23] COc1ccc2c3c([nH]c2c1)[C@@H](CO)N(C(=O)c1ccncc1)CC31CCN(C(=O)CC2CC2)CC1
[24] CCCC(=O)N1CCC2(CC1)CN(C(=O)C1CCCCC1)[C@@H](CO)c1[nH]c3cc(OC)ccc3c12

Compound,19,20,21,22,23,24
CFTR F508del cor,-0.8,-2.3,-4.0,-2.5,1.1,-1.5
INS-1E GSIS act,19,-11,10,12,17,-18
PGC1a acetyl inh,12,6,-13,6,-2,6

[25] CCC(c1nnnn1C(C)(C)C)N1CCN(Cc2ccccc2OC)CC1 (centres undefined)
[26] COc1ccc(OC)c2sc(N3CCc4ccccc4C3)nc12
[27] CN(C)C(=O)c1cccc(-c2ccc([C@@H]3[C@H]4CN(C(=O)Cc5ccccc5)CC(=O)N4[C@H]3CO)cc2)c1
[28] CCOC(=O)c1csc(-c2ccc([N+](=O)[O-])cc2)n1
[29] CCCCNC(=S)N1CCN(C(c2ccccc2)c2ccccc2)CC1
[30] O=C(NNC(=O)c1ccc2ncccc2c1)c1ccc(Cl)cc1

Compound,25,26,27,28,29,30
CFTR F508del cor,1.6,3.4,-0.9,-3.4,-1.1,-2.4
INS-1E GSIS act,4,11,-4,18,-10,0
PGC1a acetyl inh,-4,5,11,1,-5,2

[31] CCCNC(=O)N1CC2(C1)CN(C(=O)COC)[C@H](CO)c1[nH]c3cc(OC)ccc3c12
[32] CNC[C@@H]1Oc2ccc(NC(=O)CCCN(C)C)cc2CC(=O)N([C@@H](C)CO)C[C@H]1C
[33] C[C@H]1CN([C@@H](C)CO)C(=O)c2cccc(NC(=O)CCCCCC(=O)Nc3ccccc3N)c2O[C@@H]1CN(C)C(=O)Nc1cccc2ccccc12
[34] CCC(=O)N1CCC2(CC1)CN(Cc1cc(F)ccc1F)[C@H](CO)c1c2c2ccc(OC)cc2n1C
[35] CCOC(=O)c1nnn(-c2nc(N(C)C)nc(N(C)C)n2)c1C
[36] COCC(=O)N1CCC2(CC1)CN(Cc1ccccc1F)[C@H](CO)c1[nH]c3cc(OC)ccc3c12

Compound,31,32,33,34,35,36
CFTR F508del cor,-1.7,-2.1,0.3,-1.2,-0.1,1.2
INS-1E GSIS act,0,16,20,-4,1,12
PGC1a acetyl inh,5,6,5,-5,-6,6

[37] COc1ccc2c3c([nH]c2c1)[C@@H](CO)N(Cc1ccccc1)CC31CCN(C)CC1
[38] O=C(c1ccncc1)N1CC(=O)N2[C@H](C1)[C@H](c1ccc(-c3cccnc3)cc1)[C@@H]2CO
[39] O=C(c1ccccc1)N1CC2(C1)[C@H](c1ccccc1)[C@H](CO)N2C(=O)CC1CC1
[40] O=C(c1cccnc1)N1CC(=O)N2[C@H](C1)[C@@H](c1ccc(/C=C/c3ccccc3)cc1)[C@@H]2CO
[41] Cc1noc(C)c1S(=O)(=O)Nc1cccc2c1O[C@H](CN(C)S(=O)(=O)c1c(C)noc1C)[C@H](C)CN([C@@H](C)CO)C2=O
[42] COc1ccc2c3c([nH]c2c1)[C@H](CO)N(C(=O)c1ccc(F)cc1)CC31CCN(C(=O)CC2CC2)CC1

Compound,37,38,39,40,41,42
CFTR F508del cor,-2.3,0.1,0.8,-3.6,-1.0,2.1
INS-1E GSIS act,24,15,14,-7,-2,13
PGC1a acetyl inh,-3,-3,4,-9,-9,-5

Among those listed so far, these have two or more sulfur atoms:
[17] CNC(=S)N1CCC(c2nc3ccccc3s2)CC1
[41] Cc1noc(C)c1S(=O)(=O)Nc1cccc2c1O[C@H](CN(C)S(=O)(=O)c1c(C)noc1C)[C@H](C)CN([C@@H](C)CO)C2=O

Compound,17,41
CFTR F508del cor,-1.8,-1.0
INS-1E GSIS act,-4,-2
PGC1a acetyl inh,-1,-9

(cont.)
[43] COC(=O)c1ccc(CN2CC(=O)N3[C@@H](CO)[C@@H](c4ccc(-c5ccccc5F)cc4)[C@@H]3C2)cc1
[44] CCC(=O)N1CC(=O)N2[C@@H](CO)[C@H](c3ccc(-c4ccccc4F)cc3)[C@@H]2C1
[45] CCCC#Cc1ccc([C@H]2[C@@H](CO)N3C(=O)CN(C(=O)Nc4ccccc4)C[C@@H]23)cc1
[46] CC(=O)N1CC2(C1)[C@H](c1ccc(-c3ccc(C#N)cc3)cc1)[C@@H](CO)N2C(=O)C1CC1
[47] Cc1ccc(CN2CCNC(=O)C2CC(=O)N(C)C(C2CC2)C2CC2)o1 (centres undefined)
[48] Cc1ccc(C(=O)N(C)c2nnc(-c3ccncc3)s2)cc1

Compound,43,44,45,46,47,48
CFTR F508del cor,3.3,-2.4,-0.5,1.9,-1.7,1.1
INS-1E GSIS act,-20,6,-10,10,5,23
PGC1a acetyl inh,7,-14,3,3,5,-7

[49] O=C(c1cnccn1)N1CC(=O)N2[C@H](CO)[C@@H](c3ccc(C4=CCCCC4)cc3)[C@@H]2C1
[50] CCCCNC(=O)CNC(=S)N(Cc1ccccc1)Cc1cccs1
[51] COc1ccccc1/C=C\C=N\NC(=O)CCn1nnc2ccccc21
[52] COc1ccc2c3c([nH]c2c1)[C@H](CO)N(C(=O)CN(C)C)CC31CN(Cc2ccncc2)C1
[53] O=C(NCc1ccc2c(c1)OCO2)c1ccco1
[54] O=S(=O)(c1ccccc1)N1N=C(c2ccccc2)CC1c1ccccc1 (centres undefined)

Compound,49,50,51,52,53,54
CFTR F508del cor,0.2,0.9,-0.4,0.9,-0.4,0.5
INS-1E GSIS act,-7,-3,2,19,1,7
PGC1a acetyl inh,4,-6,3,1,-9,-23

[55] CO[C@H]1CN(C)C(=O)c2ccc(NC(=O)c3cnccn3)cc2OC[C@H](C)N(CC2CC2)C[C@@H]1C
[56] COc1ccc2c3c([nH]c2c1)[C@H](CO)N(Cc1ccccc1F)CC31CCN(CC2CC2)CC1
[57] COc1ccc2c3c([nH]c2c1)[C@H](CO)N(C(=O)c1ccc(F)cc1)CC31CN(Cc2cccnc2)C1
[58] CCCC#Cc1ccc([C@H]2[C@H]3CN(C(=O)Cc4cccnc4)CC(=O)N3[C@H]2CO)cc1
[59] CCCNC(=O)N1CC2(CCN(C(=O)c3cnccn3)CC2)c2c([nH]c3cc(OC)ccc23)[C@H]1CO
[60] O=S(=O)(NCC[C@H]1CC[C@@H](NS(=O)(=O)c2cccc(F)c2)[C@H](CO)O1)c1cccc(F)c1

Compound,55,56,57,58,59,60
CFTR F508del cor,-1.2,0.2,-2.1,1.8,1.4,0.6
INS-1E GSIS act,5,17,18,-12,-4,-4
PGC1a acetyl inh,1,-14,-2,5,10,1

An excerpt from above with just CFTR F508del cor.
# | mol | CFTR F508del cor
1 | COc1ccc(CN(C)C[C@H]2OCCCC[C@H](C)Oc3ccc(NS(=O)(=O)c4ccc(C)cc4)cc3C(=O)N([C@@H](C)CO)C[C@H]2C)cc1 | 4.5
26 | COc1ccc(OC)c2sc(N3CCc4ccccc4C3)nc12 | 3.4

(list continues)
[61] Cc1ccc(CN2CC(=O)N3[C@@H](CO)[C@@H](c4ccc(Br)cc4)[C@@H]3C2)cc1
[62] C[C@@H]1CN([C@@H](C)CO)C(=O)Cc2cc(NC(=O)CCCN(C)C)ccc2O[C@H]1CN(C)C(=O)Nc1ccccc1
[63] COc1ccc2c3c([nH]c2c1)[C@H](CO)N(C(=O)c1ccc(F)cc1)CC31CN(C(=O)Nc2ccc(F)cc2)C1
[64] CCCC(=O)N1CC2(CN(Cc3cccnc3)C2)c2c([nH]c3cc(OC)ccc23)[C@@H]1CO
[65] CO[C@H]1CN(C)C(=O)c2ccc(NS(=O)(=O)c3ccccc3C)cc2OC[C@H](C)N(C)C[C@@H]1C
[66] C[C@@H]1CN([C@@H](C)CO)C(=O)c2cc(NC(=O)CCCN(C)C)ccc2O[C@@H]1CN(C)CC1CCCCC1

Compound,61,62,63,64,65,66
CFTR F508del cor,-3.5,-1.4,-1.3,2.2,1.4,0.2
INS-1E GSIS act,-10,9,0,12,10,10
PGC1a acetyl inh,-4,-5,-6,0,2,-4

[67] C[C@@H]1CN([C@H](C)CO)C(=O)c2cc(NS(=O)(=O)c3cccs3)ccc2O[C@@H](C)CCCCO[C@H]1CN(C)C(=O)C1CCCCC1
[68] COc1ccc2c3c([nH]c2c1)[C@@H](CO)N(C(=O)c1ccncc1)CC31CN(C(=O)C2CCC2)C1
[69] COc1ccc2c3c(n(C)c2c1)[C@H](CO)N(Cc1ccc2c(c1)OCO2)CC31CCN(C(C)=O)CC1
[70] N#Cc1sc2nc(-c3ccccc3)cc(C(F)(F)F)c2c1N
[71] CN(C)CC(=O)N1[C@@H](CO)[C@H](c2ccccc2)C12CN(C(=O)c1cccc(F)c1)C2
[72] COc1ccc2c3c(n(C)c2c1)[C@H](CO)N(C(=O)c1ccccc1)CC31CN(CC2CC2)C1
[73] O=C1CN(S(=O)(=O)c2ccccc2)C[C@H]2[C@H](c3ccc(C4=CCCC4)cc3)[C@@H](CO)N12

Compound,67,68,69,70,71,72,73
CFTR F508del cor,-1.8,-1.1,-1.3,-2.0,-3.2,1.2,-0.6
INS-1E GSIS act,-21,13,-17,2,11,5,12
PGC1a acetyl inh,-11,-3,4,-7,-1,-5,-10
